Screens: PubChem BioAssay, Sanford-Burnham Center for Chemical Genomics
SENP7 inh = SENP7 protease inhibitors, primary screen, biochemical, luminescence, uHTS. actives 1.5% (n = 330,000). inhibition, % at 5 µM. Sentrin-specific protease 7 (Homo sapiens), Q9BQF6. recombinant SENP7, Z-RLRGG-aminoluciferin luminescence, 40 min;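 active means inhibition above about 50% at the single test dose, limit read from the data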;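 further: plate controls were DMSO with enzyme for no effect and no enzyme buffer wells for full effect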
SENP1 inh = human SENP1 catalytic domain inhibitors, primary screen, biochemical, FRET, uHTS | actives 0.21% (n = 360,000) | inhibition, % at 10 µM | recombinant SENP1 catalytic domain, CyPet-SUMO1-YPet FRET cleavage;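 active means inhibition at least 30% at 10 µM, raw YFP signal under a set limit, fluorescence ratio 0.5 to 1.5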;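 further: 0% = enzyme with DMSO and 100% = no enzyme wells; some results filed as inactive read as strong as hits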
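Material: hSENP1 catalytic domain, recombinant; medium: Tris pH 8 with BME, BSA, NP40 and catalase; compound: single concentration of 10 µM compound, 0.5% DMSO final; technique: FRET read of cyan and yellow fluorescence; timing: 50 min enzyme reaction, room temperature, light-protected; reagent: SFCypet-SUMO1-SFYpet substrate at 25 nM; control set: no-enzyme low, enzyme-DMSO high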
SENP8 block-1 = human SENP8 protease inhibitors, primary screen, biochemical, fluorescence, Nedd8 protein substrate, uHTS; Sentrin-specific protease 8 (Homo sapiens), Q96LD8; recombinant SENP8; inhibition, % at 20 µM; actives 0.64% (n = 360,000); AID 602440, 2012; in the data active means inhibition mostly above about 40%, no sharp cut-off; inactive means mostly below about 27%
Target sequence (Q96LD8 whole entry, looked up): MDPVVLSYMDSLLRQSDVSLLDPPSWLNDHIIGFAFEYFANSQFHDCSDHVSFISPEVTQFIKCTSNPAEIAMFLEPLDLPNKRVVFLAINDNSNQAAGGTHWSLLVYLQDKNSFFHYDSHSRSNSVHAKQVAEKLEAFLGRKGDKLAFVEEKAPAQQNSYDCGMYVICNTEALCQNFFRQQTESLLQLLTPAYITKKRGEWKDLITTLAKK
SENP6 inh = SENP6 protease inhibitors, primary screen, biochemical, luminescence, uHTS. inhibition, % at 10 µM. AID 2599, 2010. actives 1.8% (n = 330,000). Sentrin-specific protease 6 (Homo sapiens), Q9GZR1. Recombinant SENP6 catalytic domain, aminoluciferin luminescence;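 active means inhibition above about 50% at the single tested dose, limit read from the data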;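 further: plate controls were DMSO wells with enzyme for no effect and DMSO wells lacking enzyme for full effect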
NLRP3 yeast inh = NALP3 inflammasome inhibitors in reconstituted yeast, primary screen, luminescence, uHTS; actives 0.39% (n = 330,000); Yeast reconstituted NLRP3/ASC/caspase-1, beta-gal luminescence, 24 h; inhibition, % at 10 µM; AID 2825, 2010;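 active means inhibition of 50% or more; inactive means inhibition below 50%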;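 further: plate controls were induced DMSO wells for no effect and uninduced yeast grown without galactose for full effect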
Apaf1 inhib = inhibitors of human Apaf-1 apoptosome, primary screen, biochemical, DEVD-Rh110 fluorescence, uHTS. Apoptotic protease-activating factor 1 (Homo sapiens), O14727. reconstituted apoptosome caspase-3 activity. inhibition, % at 20 µM. actives 0.71% (n = 330,000). AID 489030, 2010; active means inhibition of at least 40% at 20 µM;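 further: plate controls were DMSO wells for no effect and DEVD-CHO caspase inhibitor wells for full effect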
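Assay system – apoptosome proteins · Medium – Hepes buffer, pH 7.5 · Also added – cytochrome c with DEVD-Rh110 · Timing – 30 min compound preincubation, 50 min activation, room temperature · Detection – Rh110 fluorescence, excitation 480 nm, emission 540 nm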
SENP8 block-2 = SENP8 protease inhibitors, primary screen, biochemical, luminescence | purified SENP8, Z-RLRGG-aminoluciferin cleavage | actives 1.2% (n = 330,000) | inhibition, % at 10 µM | AID 2540, 2010; in the data active means inhibition above about 50%
HKDC1 inhibitor = HKDC1 hexokinase inhibitors, primary screen, biochemical, fluorescence, uHTS; Q2TB90; recombinant HKDC1, G6PDH/diaphorase resazurin coupled fluorescence; inhibition, % at 20 µM; actives 0.16% (n = 340,000); AID 493160, 2011;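 active means inhibition above about 35% when tested at 20 µM, limit read from the data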;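 further: plate controls were DMSO wells with enzyme for no effect and DMSO wells lacking enzyme for full effect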
Target sequence (Q2TB90 whole entry, looked up): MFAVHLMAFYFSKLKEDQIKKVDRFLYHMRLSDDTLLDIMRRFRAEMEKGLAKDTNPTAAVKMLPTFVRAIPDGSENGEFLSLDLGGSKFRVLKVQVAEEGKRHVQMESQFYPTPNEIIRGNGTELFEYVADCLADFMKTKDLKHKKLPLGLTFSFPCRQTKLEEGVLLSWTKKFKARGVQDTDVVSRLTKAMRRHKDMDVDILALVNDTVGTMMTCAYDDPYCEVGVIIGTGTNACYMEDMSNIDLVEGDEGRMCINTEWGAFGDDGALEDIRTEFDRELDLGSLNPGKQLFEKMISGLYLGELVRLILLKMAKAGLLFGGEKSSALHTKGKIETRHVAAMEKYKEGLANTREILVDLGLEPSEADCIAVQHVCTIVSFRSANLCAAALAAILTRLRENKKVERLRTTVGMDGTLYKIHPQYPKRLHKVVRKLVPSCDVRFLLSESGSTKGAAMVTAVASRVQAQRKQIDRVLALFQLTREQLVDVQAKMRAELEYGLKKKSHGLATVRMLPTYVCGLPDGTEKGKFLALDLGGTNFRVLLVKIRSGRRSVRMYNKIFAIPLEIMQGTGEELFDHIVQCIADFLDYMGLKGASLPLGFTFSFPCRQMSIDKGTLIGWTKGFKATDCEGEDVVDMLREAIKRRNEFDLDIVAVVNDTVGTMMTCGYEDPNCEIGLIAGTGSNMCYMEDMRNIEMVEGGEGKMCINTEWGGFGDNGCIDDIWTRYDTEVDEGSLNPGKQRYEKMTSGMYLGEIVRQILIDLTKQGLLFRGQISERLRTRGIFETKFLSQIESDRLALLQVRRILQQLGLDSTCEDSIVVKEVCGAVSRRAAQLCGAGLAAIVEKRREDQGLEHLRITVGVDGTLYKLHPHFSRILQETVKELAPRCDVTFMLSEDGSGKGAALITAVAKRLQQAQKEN
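Assay system – recombinant HKDC1 (HK5) hexokinase enzyme, produced in-house · Input – HKDC1 at 5 µg/mL · Reagent – glucose plus 1 mM ATP as hexokinase substrates · Timing – 90 min reaction incubation at room temperature, dark · Measured by – G6PDH/diaphorase-coupled fluorescence, 1 mM NADP, 100 µM resazurin, 525/613 nm · Benchmarks – DMSO-enzyme wells negative, buffer-substituted wells positive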
PfGluPho inh = PfG6PD enzyme inhibitors, primary screen, biochemical, fluorescence intensity, uHTS; PfGluPho enzyme, NADPH resazurin-diaphorase fluorescence; AID 504690, 2011; actives 0.78% (n = 350,000); glucose-6-phosphate dehydrogenase-6-phosphogluconolactonase (Plasmodium falciparum 3D7); inhibition, % at 20 µM;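 active means inhibition reaching at least a set limit at 20 µM in the primary screen, cut at about 59% in these data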;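 further: 0% = DMSO wells with substrate and 100% = DMSO wells lacking glucose-6-phosphate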
Starred values were filed as active, the others as inactive; . = not tested or not shown.

#1 Cc1noc(C)c1C(=O)N1CCC(CO)(Cc2ccccc2)CC1
#2 O=C(Cc1ccc(Br)cc1)NC1CCSC1=O (stereo not given)
#3 O=C(CC12CC3CC(CC(C3)C1)C2)NC(Cc1ccccc1)C(=O)O (stereo not given)
#4 Cc1c(NC(=O)c2n[nH]c(=O)c3ccccc23)c(=O)n(-c2ccccc2)n1C
#5 Fc1cccc(Cl)c1Cn1nnc(-c2ccc(N3CCOCC3)cc2)n1
#6 O=C(NC1CCCCCC1)C1c2ccccc2C(=O)N1C1CC1 (stereo not given)
#7 CCn1c(SCC(=O)Nc2cc(C)c(Cl)cc2OC)nnc1-c1ccco1
#8 CSc1ccccc1C(=O)NCCCOC(C)C
#9 O=C1CC(NCc2ccncc2)C(=O)N1c1ccc(Cl)cc1 (stereo not given)
#10 O=C1CSC(c2ccc([N+](=O)[O-])cc2)N1c1ccccc1F (stereo not given)
screen / no.	1	2	3	4	5	6	7	8	9	10
SENP6 inh	13	5	-12	-4	-15	-3	-25	-1	4	11
SENP8 block-2	0	-4	-7	2	-20	-7	-1	3	-2	3
NLRP3 yeast inh	7	14	-3	5	4	-4	23	9	9	10
SENP7 inh	1	1	-3	0	-2	-1	-2	4	2	7
HKDC1 inhibitor	-8	-7	9	-6	-2	-11	9	-12	-11	0
Apaf1 inhib	1	-9	1	1	11	-12	-6	19	-3	5
PfGluPho inh	-9	-1	-11	-7	-14	-5	50	-4	-4	5
SENP1 inh	4	1	2	4	2	3	0	1	-26	1
SENP8 block-1	4	8	-4	13	34	13	-1	15	8	12

Single records, from the list above. Screens in order: SENP6 inh	SENP8 block-2	NLRP3 yeast inh	SENP7 inh	HKDC1 inhibitor	Apaf1 inhib	PfGluPho inh	SENP1 inh	SENP8 block-1
`Fc1cccc(Cl)c1Cn1nnc(-c2ccc(N3CCOCC3)cc2)n1` as listed: -15	-20	4	-2	-2	11	-14	2	34
`Cc1noc(C)c1C(=O)N1CCC(CO)(Cc2ccccc2)CC1` as listed: 13	0	7	1	-8	1	-9	4	4
`Cc1c(NC(=O)c2n[nH]c(=O)c3ccccc23)c(=O)n(-c2ccccc2)n1C` as listed: -4	2	5	0	-6	1	-7	4	13
`O=C(NC1CCCCCC1)C1c2ccccc2C(=O)N1C1CC1` (stereo not given) as listed: -3	-7	-4	-1	-11	-12	-5	3	13

Continued:
#11 Cc1ccc(CNS(=O)(=O)c2ccc3c(c2)n(C)c(=O)n3C)cc1
#12 Cc1cccc(NC(=S)NCc2cccs2)c1C
#13 O=C(c1cc(-c2ccccc2O)on1)N1CCCCCC1
#14 COc1cc2[nH]c(=O)n3nc(-c4ccccc4)nc3c2cc1OC
#15 O=C(OCC(=O)c1ccc[nH]1)C1=COCCO1
#16 O=C(Nc1ccn(Cc2cccc3ccccc23)n1)c1cccnc1
#17 CCc1cc(=O)[nH]c(SCc2cccnc2)n1
#18 O=C(CN1CCN(S(=O)(=O)c2ccc(Br)s2)CC1)N1CCCCC1
#19 Nc1nnc(SCc2nnc(-c3ccccc3)o2)s1
#20 COC(=O)[C@]1(Cc2ccccc2)N[C@H](CN(C)C(=O)COc2ccccc2)[C@@H]2C(=O)N(Cc3ccccc3)C(=O)[C@@H]21
screen / no.	11	12	13	14	15	16	17	18	19	20
SENP6 inh	-19	-14	5	0	-3	-5	-15	2	-9	-14
SENP8 block-2	-6	3	10	7	-5	-2	-10	-4	-6	-14
NLRP3 yeast inh	6	26	24	-7	-5	7	5	13	10	16
SENP7 inh	-12	12	-8	1	2	-2	13	-3	-6	-10
HKDC1 inhibitor	0	-6	2	1	-3	-4	-4	3	2	2
Apaf1 inhib	3	1	10	-1	-12	-14	-2	11	-11	17
PfGluPho inh	-3	-3	9	17	2	-6	12	-16	-14	7
SENP1 inh	0	-3	1	0	-46	1	0	-11	1	0
SENP8 block-1	2	14	7	-239	-5	2	25	17	15	-4

#21 CC1=C(C(=O)OC2CCCCC2)C(c2ccccc2Br)NC(=O)N1 (stereo not given)
#22 NC(=O)C1Cc2ccccc2CN1S(=O)(=O)c1cccs1 (stereo not given)
#23 CCN1C(=O)C(CC(=O)Nc2ccc(F)cc2)N(Cc2cccs2)C1=S (stereo not given)
#24 Cc1ccc(Nc2nc(CSc3nnc(-c4cccnc4)n3-c3ccccc3C)cs2)cc1
#25 COc1ccc(Cl)cc1NC(=O)N1CCN(CCc2ccccc2)CC1
#26 COc1ccc(/C=N/NC(=O)CSc2n[nH]c(=O)[nH]c2=O)cc1
#27 CCC(=O)NNC(=O)Cc1c(C)n(C(=O)c2ccc(Cl)cc2)c2ccc(OC)cc12
#28 Cc1ccc(N(CC(=O)NC(C)c2ccccc2)S(=O)(=O)c2cccs2)cc1 (stereo not given)
#29 CS(=O)(=O)Nc1ccc(C(=O)NCc2ccccn2)cc1
#30 Cc1ccnc(SCC(=O)c2ccc(Br)cc2)c1C#N
screen / no.	21	22	23	24	25	26	27	28	29	30
SENP6 inh	7	-3	14	-17	-2	.	-22	-7	0	12
SENP8 block-2	-12	4	-12	-9	-10	.	5	1	-6	-3
NLRP3 yeast inh	14	3	14	17	-11	.	10	21	8	31
SENP7 inh	6	2	-12	0	-7	.	3	3	-1	9
HKDC1 inhibitor	10	2	-5	6	-12	14	1	-9	-2	1
Apaf1 inhib	-9	-13	1	9	9	.	10	-6	-12	13
PfGluPho inh	-23	-20	11	-2	-2	-3	-8	6	-13	7
SENP1 inh	1	-2	1	-7	0	1	3	1	1	-34
SENP8 block-1	5	10	9	31	9	14	18	15	14	14

#31 CCN(CC)S(=O)(=O)c1cccc(C(=O)OC2CC(C)OC2=O)c1 (stereo not given)
#32 CC(C)(C)C(=O)c1cn(CC(=O)O)c2ccccc12
#33 COc1ccc(NC(=S)NCCc2c[nH]c3ccccc23)cc1
#34 CCOc1ccccc1NC(=O)C1CCN(S(=O)(=O)c2c(C)nn(C)c2C)CC1
#35 COc1ccc(NC(=O)C2CCC(CNS(=O)(=O)c3cccs3)CC2)cc1OC (stereo not given)
#36 CC(=O)O/N=C(\N)c1cnn2c(C(F)(F)F)cc(C(F)(F)F)nc12
#37 Cc1ccc(CCNC(=O)C2CCCN(C(=O)c3cc4sccc4n3C)C2)cc1 (stereo not given)
#38 CCOC(=O)[C@H]1[C@H]2COc3ccccc3[C@@H]2N2C(=O)CNC(=O)[C@@]12C
#39 Cc1ccc(C)c(S(=O)(=O)N2CCN(CC(=O)Nc3ccc4c(c3)OCCO4)CC2)c1
#40 O=C(COC(=O)/C=C/c1ccccc1)NCCNC(=O)COC(=O)/C=C/c1ccccc1
screen / no.	31	32	33	34	35	36	37	38	39	40
SENP6 inh	-13	9	2	14	9	-1	-14	-20	-2	-3
SENP8 block-2	5	8	-10	9	5	-2	-6	-6	3	4
NLRP3 yeast inh	15	13	5	0	-16	-12	3	-7	6	3
SENP7 inh	3	-3	9	3	-6	-8	12	-9	3	8
HKDC1 inhibitor	3	-6	-7	-5	-2	-3	-4	-5	4	-5
Apaf1 inhib	0	-3	15	-2	-2	-25	-5	9	8	4
PfGluPho inh	-20	-9	-5	0	-8	4	2	-4	-6	5
SENP1 inh	-2	-11	2	4	1	-1	-1	2	-2	1
SENP8 block-1	14	5	21	14	-17	12	16	13	9	10

Some entries already given, reduced to Apaf1 inhib.
no.	SMILES	Apaf1 inhib
32	CC(C)(C)C(=O)c1cn(CC(=O)O)c2ccccc12	-3
39	Cc1ccc(C)c(S(=O)(=O)N2CCN(CC(=O)Nc3ccc4c(c3)OCCO4)CC2)c1	8
33	COc1ccc(NC(=S)NCCc2c[nH]c3ccccc23)cc1	15
34	CCOc1ccccc1NC(=O)C1CCN(S(=O)(=O)c2c(C)nn(C)c2C)CC1	-2
40	O=C(COC(=O)/C=C/c1ccccc1)NCCNC(=O)COC(=O)/C=C/c1ccccc1	4
38	CCOC(=O)[C@H]1[C@H]2COc3ccccc3[C@@H]2N2C(=O)CNC(=O)[C@@]12C	9

Continued.
#41 Cc1cccc(/C=C2\Sc3ccc(C(=O)N4CCC(C)CC4)cc3N(C)C2=O)c1
#42 Cc1cc(C(=O)Nc2cccc3ncccc23)no1
#43 COc1ccc(NC(=O)Cn2nnc(-c3ccccc3F)n2)cc1Cl
#44 CCOC(=O)c1c(NC(=O)c2cccs2)sc(C(=O)N2CCOCC2)c1C
#45 O=C(CCc1nnc(Cc2cccc(C(F)(F)F)c2)o1)NCC(F)(F)F
#46 CC(Oc1cccc(Cl)c1)C(=O)Nc1ccccc1N1CCCC1 (stereo not given)
#47 O=[N+]([O-])c1nn(-c2ccc3c(c2)OCCO3)n(O)c1=Nc1ccccc1
#48 O=C(Nc1nc2c(ccc3ccccc32)s1)c1cc([N+](=O)[O-])ccc1N1CCOCC1
#49 CSc1nnc(Cc2sc(-c3ccccc3)nc2-c2ccccc2)o1
#50 O=C1[C@@H]2Cc3c([nH]c4ccccc34)C(c3cccc(Br)c3)N2C(=O)CN1C1CCN(Cc2ccccc2)CC1 (stereo not given in full)
#51 CCOc1cc(N2CCOCC2)c(OCC)cc1NC(=O)CN1C(=O)NC2(CCCCC2C)C1=O (stereo not given)
#52 Cc1ccc2c(C)c(C(=O)N(C)C(C)c3ccon3)oc2c1C (stereo not given)
#53 COc1ccccc1Oc1ccc(N/C=C/C(=O)c2ccc(C)o2)cc1
screen / no.	41	42	43	44	45	46	47	48	49	50	51	52	53
SENP6 inh	14	-16	-14	-5	-23	-3	3	-14	-11	-13	-12	9	-11
SENP8 block-2	3	-5	-4	6	-6	-4	2	7	-6	-5	1	4	22
NLRP3 yeast inh	22	0	9	7	7	7	31	5	20	10	20	24	22
SENP7 inh	-4	-2	-1	10	-7	-5	5	-2	-9	1	-11	-1	9
HKDC1 inhibitor	-1	3	13	-3	-10	1	5	.	6	2	6	-1	20
Apaf1 inhib	32	-2	-7	-19	5	24	-1	-2	21	25	-3	8	20
PfGluPho inh	2	9	-3	-10	4	5	30	.	0	14	11	-2	-9
SENP1 inh	-3	3	0	0	2	-5	-6	.	3	-19	4	-1	-21
SENP8 block-1	-10	1	17	-410	7	8	14	.	10	-21	14	14	-127

Single entries from the results shown.
entry 45 – NLRP3 yeast inh = 7
entry 41 – PfGluPho inh = 2
entry 51 – SENP8 block-2 = 1
entry 42 – SENP7 inh = -2

Compounds were not picked by outcome. About 4.1% of those tested had a hit in this group.
